Assay outcomes: PubChem, National Center for Advancing Translational Sciences (NCATS)
KB-3-1 cytotox: qHTS assay for MDR1-selective chemotherapeutics: Primary screen using the parental adenocarcinoma cell KB-3-1 | KB-3-1 viability, CellTiter-Glo ATP luminescence, 72 h | Potency, µM (top dose mostly 46.1 µM), inactives show at the highest dose activity change, negative = cytotoxic, usual class: cytotoxic | 1.4% of 400,000 active | AID 1347075, 2019; note: potency is the fitted concentration of half-maximal effect; % is set by controls: 0 for no effect and ±100 for the full control effect; nearly all actives have a fitted effect of over 60% in size
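Using CellTiter-Glo luminescence, growth of non-resistant KB-3-1 adenocarcinoma cells is assessed 72 h after pin-tool compound addition at 37 °C. Normalized responses across the concentration series yield fitted curves.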
DRD3 antagonist: qHTS of D3 Dopamine Receptor Antagonist: qHTS. D3R cells, DiscoveRx beta-arrestin luminescence, antagonist mode; hits give low values. max response, negative = inhibition, %. 2.5% of 360,000 active; in the data active = max response below about -50%; inconclusive = no clear call, values can overlap the other calls; note: % is set by controls: 0 for no effect and ±100 for the full control effect; mostly tested at two doses, the higher about 12 µM
Target sequence (P35462 whole entry, looked up): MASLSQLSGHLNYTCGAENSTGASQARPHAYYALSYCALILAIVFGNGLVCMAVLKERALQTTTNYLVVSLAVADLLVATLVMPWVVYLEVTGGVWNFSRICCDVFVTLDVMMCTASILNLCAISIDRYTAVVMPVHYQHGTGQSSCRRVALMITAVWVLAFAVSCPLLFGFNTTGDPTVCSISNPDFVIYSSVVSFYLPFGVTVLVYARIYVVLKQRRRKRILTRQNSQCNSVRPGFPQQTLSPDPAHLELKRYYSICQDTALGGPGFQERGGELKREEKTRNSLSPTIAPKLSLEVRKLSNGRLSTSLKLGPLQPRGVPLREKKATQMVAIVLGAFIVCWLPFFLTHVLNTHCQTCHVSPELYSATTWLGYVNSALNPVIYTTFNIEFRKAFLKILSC
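Cells plated overnight at 1500 cells/well, then exposed to library compounds with dopamine controls for 90 minutes at 37 degrees C. DiscoveRx reagent added for 30–60 minutes at room temperature; luminescence read, quantitative HTS format.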
IL-1B inflam inh: qHTS for Inhibitors of Inflammasome Signaling: IL-1-beta AlphaLISA Primary Screen. THP-1 LPS/ATP IL-1B secretion, AlphaLISA, 16 h; hits give low values. 4.7% of 360,000 active. activity change, % at 57.5 µM. AID 743279, 2014; in the data active = activity change below about -50%; inconclusive = mostly about -30% to -49%; note: % is set by controls: 0 for no effect and ±100 for the full control effect
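THP-1 cells pretreated 1 hr with compounds (up to 57.5 uM final), then stimulated with LPS (250 ng/mL final) plus ATP (1.25 mM final); secreted IL-1B measured by AlphaLISA after 16 hr, decreased signal indicating inhibition.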
SW480 rereplic: A quantitative high throughput screen for small molecules that induce DNA re-replication in SW480 colon adenocarcinoma cells. AID 624297, 2012. 1.8% of 340,000 active. Potency, µM (series often up to 46.1 µM), for inactives: top-dose re-replication activation, actives largely listed as activators. SW480 DNA re-replication, Hoechst DNA content imaging, 48 h; note: potency is the fitted concentration of half-maximal effect; % of control where 0% means no effect; nearly all actives have a fitted effect of over 55% in size
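Image-based read-out: total Hoechst fluorescence of nuclei (405 nm excitation, 500-530 nm emission), with hits raising the fraction of high-intensity nuclei. SW480 colon cells incubated 48 hr with compounds at 37 C.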
HT1080NT lethal: qHTS for induction of synthetic lethality in tumor cells producing 2HG: qHTS for the HT-1080-NT fibrosarcoma cell line. HT-1080-NT fibrosarcoma viability, CellTiter-Glo ATP luminescence, 48 h. Potency, µM (highest dose often 46.1 µM), for inactives: at the top dose activity, negative = less viability, usual class: cytotoxic. 1.6% of 360,000 active. AID 686970, 2013;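 note: NT is the 2HG producing partner of a matched IDH1 knockdown line; potency is the fitted concentration of half-maximal effect; 0% = DMSO-treated cells and -100% = media-only wells without cells; nearly all actives have a fitted effect of over 55% in size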
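Viability of the 2HG-overproducing fibrosarcoma line after 48 hours of compound exposure at 37 degrees C was determined by luminescence with CellTiter-Glo, and concentration-effect curves were then fitted and categorized.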
HT1080 IDH1KD tx: qHTS for induction of synthetic lethality in tumor cells producing 2HG: qHTS for the HT-1080-IDH1KD cell line; AID 686971, 2013; HT-1080 IDH1 knockdown viability, ATP luminescence, 48 h; 2% of 360,000 active; Potency, µM (series often up to 46.1 µM), for the others: top-dose activity, negative = toxicity, actives largely listed as cytotoxic;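 note: potency is the fitted concentration of half-maximal effect; 0% = DMSO wells and -100% = cell-free medium wells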
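Viability of IDH1-knockdown HT-1080 fibrosarcoma cells was assessed by CellTiter-Glo after 48 h at 37 °C with titrated compound; concentration-effect curves were classified by fit quality and response size.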
GLP-1R agonist: qHTS of GLP-1 Receptor Agonists; HEK293 GLP-1R CRE-luciferase, luminescence, 4-6 h; cells express a hypersensitive GLP-1R form; 0.007% of 380,000 active; Glucagon-like peptide 1 receptor (Homo sapiens), P43220; Potency, µM (doses to about 45.6 µM), without a hit: at the top dose activation, hits mostly activators; note: potency is the fitted concentration of half-maximal effect; % of control where 0% means no effect
Target sequence (P43220 whole entry, looked up): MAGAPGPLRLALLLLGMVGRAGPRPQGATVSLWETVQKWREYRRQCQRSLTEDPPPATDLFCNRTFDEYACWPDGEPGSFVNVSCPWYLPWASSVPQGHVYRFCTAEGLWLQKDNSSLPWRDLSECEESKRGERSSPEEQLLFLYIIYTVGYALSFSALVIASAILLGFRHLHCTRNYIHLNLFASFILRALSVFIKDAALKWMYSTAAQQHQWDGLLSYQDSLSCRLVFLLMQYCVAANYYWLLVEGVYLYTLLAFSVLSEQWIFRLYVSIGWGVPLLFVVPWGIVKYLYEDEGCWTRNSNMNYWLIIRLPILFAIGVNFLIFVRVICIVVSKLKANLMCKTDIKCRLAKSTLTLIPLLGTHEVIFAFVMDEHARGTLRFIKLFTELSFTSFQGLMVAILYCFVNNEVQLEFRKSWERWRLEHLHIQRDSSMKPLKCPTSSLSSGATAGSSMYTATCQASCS
KB-V1 MDR tox: qHTS assay for MDR1-selective chemotherapeutics: Primary screen using the drug-selected MDR subline cells KB-V1; Potency, µM (titrated, usually from 46.1 µM), for the others: at the top dose activity change, negative = cytotoxicity, most hits filed as cytotoxic; 3.4% of 400,000 active; KB-V1 MDR cells viability, CellTiter-Glo, 72 h; note: potency is the fitted concentration of half-maximal effect; % is set by controls: 0 for no effect and ±100 for the full control effect; nearly all actives have a fitted effect of over 60% in size
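Readout: CellTiter-Glo luminescence, 10 min after addition. Cells: KB-V1 MDR subline, 72 h at 37 degrees C with compound. Analysis: corrected, normalized data fitted to concentration-effect curves.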
DRD3 agonist: qHTS of D3 Dopamine Receptor Agonist: qHTS; AID 652048, 2013; D3R DiscoveRx beta-arrestin cells, luminescence, 90 min; D(3) dopamine receptor (Homo sapiens), P35462; 0.58% of 410,000 active; max activation, %; in the data active = max activation above about 30%; note: 0% is about no effect; mostly tested at two doses, the higher about 12 µM
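Agonist mode: compounds and dopamine controls were applied to plated cells for 90 min at 37 degrees C after an overnight attachment at 1500 cells/well. Luminescent read-out followed 30 - 60 minutes at room temperature with DiscoveRx detection reagent.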
The depositor's hits bear a star; ? = inconclusive; · = no result given; + = active, no number; & = joins results of further samples; [ ] = remark or other dose. Unless noted, calls come from the whole dose curve; as a rule, active = well fitted curve in the direction sought with a large enough effect; inconclusive = small, poorly fitted or top-dose-only effect, or another doubt; inactive = no such curve, though single readings can be large; an effect the other way counts as inactive or inconclusive.

Below each compound – HT1080 IDH1KD tx	SW480 rereplic	IL-1B inflam inh	DRD3 antagonist	HT1080NT lethal	GLP-1R agonist	KB-V1 MDR tox	DRD3 agonist	KB-3-1 cytotox
1	COc1ccc(C(=O)NCC(=O)N2CCCCC2)cc1OC
→ 9%	-27%	-5	4	7%	-2%	-3%	8	-1%
2	CC(=O)Nc1cccc(-c2csc(NCc3ccco3)n2)c1
→ 2%	-5%	-2	-28	7%	1%	-10%	-1	20%
3	CNC(=O)/C(C#N)=C/c1ccc(-c2nc3ccccc3s2)o1
→ 25%	-6%	·	-16	24%	10%	-10%	-3	3%
4	COc1ccc(CP(=O)(c2ccccc2)c2ccccc2)cc1
→ 16%	4%	1	0	1%	2%	5%	-8	-13%
5	NS(=O)(=O)c1ccc(CNC(=S)NCc2ccc(F)cc2)cc1
→ 0%	-29%	+	-12	9%	-9%	-10%	-6	-7%
6	COc1cccc(CNCCSc2nnnn2C)c1OCc1ccc(Cl)cc1Cl
→ ·	·	·	·	·	8%	-14%	-19	?
7	COCCN(C(=O)CCC(=O)Nc1cc(C)on1)C(C(=O)NC(C)(C)C)c1ccccc1Cl (stereo not drawn)
→ 4%	-119%[inhibitor]	4	8	11%	1%	1%	-2	5%
8	CSc1cccc(CN2CCN(Cc3ccc(F)c(F)c3)C(CCO)C2)c1 (stereo not drawn)
→ -26%	?	-21	-63*	-21%	8%	-19%	-11	-16%
9	Cc1nnc(SCCN2CCOCC2)c2nn(-c3ccccc3F)c(C)c12
→ 22%	-7%	-10	-11	5%	9%	?	-4	-2%
10	Brc1ccc(-c2ccc(/C=N/Nc3nncc(-c4ccccc4)n3)o2)cc1
→ 14%	-1%	-3	4	4%	-9%	-4%	0	?
11	Nn1c(SCC(=O)Nc2ccc3c(c2)OCO3)nnc1C1CCCCC1
→ 1%	-6%	-7	18	4%	-5%	-16%	5	15%
12	CN1CCN(C(=O)c2cc3c(s2)-c2ccccc2S(=O)(=O)C3)CC1
→ 1%	-13%	-6	-19	-13%	9%	-19%	-5	-4%
13	CS(=O)(=O)c1ccc2nc(NC(=O)CCC(=O)c3cccs3)sc2c1
→ -2%	5%	19	-18	-8%	-2%	-8%	-3	2%
14	Fc1ccccc1N1CCN(CC2CCCCC2)CC1
→ -2%	-50%[inhibitor]	18	0	-9%	-1%	13%	-5	-19%
15	CCc1cc(C(=O)N2CCN(c3ccccn3)CC2)sc1C
→ 2%	-10%	-7	0	21%	3%	-9%	5	-3%
16	CCc1noc(C)c1C(=O)OCC(=O)NC(=O)c1ccccc1OC
→ 12%	-3%	23	1	16%	0%	?	2	1%
17	COc1ccc(OC)c(/C=N\NC(=O)c2c(C)nc3cc(C)ccn23)c1
→ 12%	-14%	13	14	18%	14%	0%	-3	9%
18	COCCN1C(=O)C(=O)/C(=C(/O)c2ccc(OC(C)C)cc2)C1c1cccnc1 (stereo not drawn)
→ 7%	-1%	-2	-9	3%	-4%	2%	-1	-14%
19	C=C(C)CSc1nc(N)c2c3c(sc2n1)CCC3
→ ?	-13%	-6	26	?	16%	0%	9	-15%
20	O=[N+]([O-])c1ccc(Cl)cc1CNc1ccc(F)c(F)c1
→ 28%	-6%	-2	2	11%	0%	-14%	2	8%
21	O=C(O)Cc1sc(-c2ccc(C(=O)O)cc2)nc1-c1ccccc1
→ 10%	-15%	3	25	6%	7%	2%	-5	14%
22	CCOc1ccc(C2c3cc(OC)c(OC)cc3CC(=O)N2c2ccccc2)cc1 (stereo not drawn)
→ -22%	-3%	-8	4	1%	?	-2%	-10	-14%
23	O=C(OCc1cccc(C(F)(F)F)c1)c1cc([N+](=O)[O-])ccc1N1CCOCC1
→ -22%	5%	-60*	?	-15%	23%	?	-17	25%
24	Cc1cccc(N2CCN(C(=O)CCc3nc4ccccc4c(=O)[nH]3)CC2)c1C
→ 2%	1%	10	18	0%	1%	-4%	0	6%
25	NCCC(=O)N1c2ccccc2Sc2ccccc21
→ -2%	-8%	-29	-21	0%	18%	-5%	-13	4%
26	C/C(=C\C(=O)c1cccnc1)Nc1ccc(O)cc1
→ 0%	-2%	-20	-23	10%	20%	2%	3	-6%
27	Cc1cccc(Cn2nc(C(C)(C)C)cc2C(=O)N2CCOCC2)c1
→ 16%	-3%	-2	1	19%	9%	-1%	3	6%
28	NC(=O)C1CCN(C(=O)CC2(CC(=O)O)CCCC2)CC1
→ 11%	-5%	-7	7	-6%	0%	10%	1	3%
29	CC1=C(C(=O)N(C)C)CC(CC(=O)NC2CCCC2)C(=O)N1CCCN1CCCC1=O (stereo not drawn)
→ 6%	·	8	24	10%	4%	0%	5	0%
30	O=C(O)C1CCC(C(=O)O)SS1 (stereo not drawn)
→ 6%	1%	36	-1	6%	2%	14%	13	2%
31	CCOc1ccc(Cl)cc1S(=O)(=O)N1CCC(C(=O)NC2CC2)CC1
→ -14%	-3%	-14	5	-4%	-1%	?	1	0%
32	COc1ccc(S(=O)(=O)N2CCCCC2)cc1NC(=O)CN1C(=O)NC(C)(C2CC2)C1=O (stereo not drawn)
→ 7%	-9%	10	-15	2%	18%	-11%	-6	20%
33	CCOC(=O)c1ccccc1NC(=O)COC(=O)C1CC(=O)N(c2ccc3c(c2)OCCO3)C1 (stereo not drawn)
→ -2%	15%	11	4	3%	-2%	11%	2	8%
34	C=CCNc1nc(NCc2ccccc2)c(C#N)c2c1CN(C)CC2
→ ?	15%	?	-66*	?	-6%	?	-6	?
35	COc1ccccc1OCCn1ccnc1
→ 4%	?	-5	-16	12%	0%	14%	0	-4%
36	COc1ccc(C2C(C(=O)NCc3cccnc3)c3ccccc3C(=O)N2C)cc1OC (stereo not drawn)
→ 8%	8%	68	1	6%	-6%	?	3	12%
37	Nc1nc(N2CCN(c3ccccn3)CC2)nc2ccccc12
→ -2%	5%	-22	-23	-5%	23%	-3%	-1	-3%
38	Cc1cc(C)c2c(CN3CCOCC3)cc(=O)oc2c1
→ 6%	-8%	?	27	-10%	10%	6%	5	4%
39	CC(=NCCCn1ccnc1)c1c(C)[nH]n(-c2ccc([N+](=O)[O-])cc2)c1=O
→ 0%	-1%	0	-18	-9%	5%	?	-7	-7%
40	CC1CCCCC1NC(=O)C1CCN(S(=O)(=O)c2cccc3nonc23)CC1 (stereo not drawn)
→ 4%	0%	10	4	4%	7%	-2%	-12	15%
41	CCN1C(=O)c2cccc3c(S(=O)(=O)Nc4ccncc4)ccc1c23
→ -2%	0%	21	-20	-2%	7%	-16%	-4	1%
42	Cc1ccc(NC(=O)Cn2cccc2)cc1Cl
→ -16%	-3%	0	-22	-7%	10%	18µM*	-12	-14%
43	CCOC(=O)c1ccc(NC(=O)Cn2c(C)nc3c(sc(=S)n3CC)c2=O)cc1
→ 22%	-11%	4	1	8%	0%	-12%	-17	3%
44	N#Cc1ccccc1CSc1nc(N)cc(N)n1
→ 1%	28%	22	0	1%	3%	?	4	6%
45	O=C(CCCNS(=O)(=O)c1ccccc1)NCc1ccco1
→ 0%	-8%	-3	34	2%	-10%	7%	0	-1%
46	O=C(NCCCN1CCOCC1)c1ccc2c(c1)N(Cc1c(F)cccc1Cl)C(=O)CS2
→ 1%	-11%	6	-5	2%	9%	-23%	-8	-1%
47	C[C@H](CO)N1C[C@H](C)[C@@H](CN(C)S(=O)(=O)c2ccccc2)Oc2c(NS(=O)(=O)c3cccs3)cccc2C1=O
→ 7%	6%	-11	24	9%	1%	-12%	29	3%
48	Cc1ccc(S(=O)(=O)N2[C@@H](c3ccc(Br)cc3)C(C(=O)O)=CC[C@H]2c2cccs2)cc1
→ -5%	-1%	73	13	-5%	-1%	-4%	1	0%
49	[O-]C1=N/[N+](=C/c2ccccc2)CC1
→ 22%	-14%	-7	31	0%	-2%	-3%	1	4%
50	Cc1cccc(C)c1-n1nnnc1C1(C)CCC(=O)N1CCCN1CCOCC1 (stereo not drawn)
→ 3%	·	41	1	24%	-5%	-10%	5	10%
51	COc1cc(CNc2ccc3[nH]c(=O)[nH]c3c2)cc(Br)c1OCc1ccccc1F
→ ?	?	-60*	73	-22%	11%	?	25&13	-1%&0%
52	COc1ccc(NC(=O)c2ccc3c(=O)n4nc(Nc5ccccc5C)sc4nc3c2)cc1Cl
→ ·	·	·	·	·	-7%	0%	2	-4%

Record cards, from the list above. Screens in order: HT1080 IDH1KD tx	SW480 rereplic	IL-1B inflam inh	DRD3 antagonist	HT1080NT lethal	GLP-1R agonist	KB-V1 MDR tox	DRD3 agonist	KB-3-1 cytotox
`Cc1ccc(NC(=O)Cn2cccc2)cc1Cl` in the list: -16%	-3%	0	-22	-7%	10%	18µM*	-12	-14%
`CCN1C(=O)c2cccc3c(S(=O)(=O)Nc4ccncc4)ccc1c23` in the list: -2%	0%	21	-20	-2%	7%	-16%	-4	1%
